Assay outcomes (PubChem)
TrxR1 inh = inhibitors of rat thioredoxin reductase 1; recombinant rTrxR1, NADPH fluorescence consumption, selenite substrate; 1% of 390,000 active; AID 588453; Potency, µM (titrated, usually from 114 µM), for the others: at the highest dose activity change, negative = inhibition, most hits filed as inhibitors; O89049; also: % is scaled to controls: 0 for no effect and ±100 for the full control effect; nearly all actives have a fitted effect of over 65% in size
Target sequence (O89049 whole entry, looked up): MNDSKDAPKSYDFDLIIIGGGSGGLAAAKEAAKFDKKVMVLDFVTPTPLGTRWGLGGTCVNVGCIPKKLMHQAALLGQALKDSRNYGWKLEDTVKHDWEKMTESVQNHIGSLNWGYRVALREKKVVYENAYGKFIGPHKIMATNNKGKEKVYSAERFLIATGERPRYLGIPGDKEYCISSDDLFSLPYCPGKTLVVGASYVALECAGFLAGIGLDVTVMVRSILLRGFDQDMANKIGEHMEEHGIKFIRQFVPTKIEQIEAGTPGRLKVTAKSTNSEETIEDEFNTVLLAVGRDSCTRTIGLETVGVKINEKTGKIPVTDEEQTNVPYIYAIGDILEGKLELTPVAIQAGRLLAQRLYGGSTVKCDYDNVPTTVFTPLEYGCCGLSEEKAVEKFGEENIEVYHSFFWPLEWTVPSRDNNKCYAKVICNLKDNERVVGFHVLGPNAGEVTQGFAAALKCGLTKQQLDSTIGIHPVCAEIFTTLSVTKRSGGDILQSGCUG
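Rat TrxR1 (90 nM in the dispensed reagent) was pre-reduced with 400 uM NADPH for 5 min at room temperature, then incubated with compound for 15 min. After 400 uM selenite was added, NADPH fluorescence (Ex 340/Em 450 nm) was followed for 8 min.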
USP1 inh = inhibitors of human USP1/UAF1 deubiquitinase | O94782 | recombinant USP1/UAF1, Ub-Rhodamine cleavage fluorescence | Potency, µM (top dose mostly 57.1 µM), for inactives: at the top dose activity change, negative = inhibition, usual class: inhibitors | 0.23% of 390,000 active; also: % is scaled to controls: 0 for no effect and ±100 for the full control effect; nearly all actives have a fitted effect of over 60% in size; inactives centre near -12
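USP1/UAF1 complex (1 nM) preincubated 15 min at room temperature with compound, then Ub-Rho substrate (150 nM final) added. Kinetic fluorescence at 480/540 nm over 6 reads at 60 s intervals; 50 mM HEPES pH 7.8, 0.5 mM EDTA, 0.1 mg/ml BSA, 1 mM TCEP, 0.01% Tween-20.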
RXFP1 ag = activates the human relaxin receptor RXFP1. HEK293T-RXFP1 cAMP TR-FRET, 30 min; response scale: percent of porcine relaxin response, buffer zero. Potency, µM (series often up to 57.5 µM), for the others: at the highest dose activation, usual class: activators. 0.3% of 370,000 active. AID 2676; also: % is scaled to controls: 0 for no effect and ±100 for the full control effect; nearly all actives have a fitted effect of over 60% in size; many of its hits are not listed in these tables
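HEK293T cells stably expressing RXFP1 were pretreated with the PDE4 inhibitor Ro 20174, exposed to compounds for 30 min at 37C, lysed, and cAMP was read by TR-FRET. Data normalized to buffer (basal) and 29 nM porcine relaxin (100%).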
TrxR1 substrate = substrates of rat thioredoxin reductase 1; purified TrxR1 substrate turnover, NADPH consumption readout; AID 588456; O89049; Potency, µM (doses to about 114 µM), for inactives: at the highest dose activity change, negative = substrate turnover; 0.01% of 390,000 active; also: % is scaled to controls: 0 for no effect and ±100 for the full control effect; nearly all actives have a fitted effect of over 50% in size
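Rat TrxR1, dispensed at 90 nM, was prereduced with 400 uM NADPH (final) for 5 min at ~22 deg C, then incubated with compound 15 min before 400 uM selenite. A first-read NADPH fluorescence drop versus no-compound background flagged substrates.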
IDH1 R132H inh = inhibitors of human mutant IDH1 R132H | O75874 | IDH1-R132H enzyme, NADPH consumption, diaphorase/resazurin fluorescence | Potency, µM (top dose mostly 76.6 µM), for inactives: at the top dose activity change, negative = inhibition, most hits filed as inhibitors | 0.093% of 390,000 active; also: % is scaled to controls: 0 for no effect and ±100 for the full control effect; nearly all actives have a fitted effect of over 65% in size
Target sequence (O75874 whole entry R132H, stated change not applied): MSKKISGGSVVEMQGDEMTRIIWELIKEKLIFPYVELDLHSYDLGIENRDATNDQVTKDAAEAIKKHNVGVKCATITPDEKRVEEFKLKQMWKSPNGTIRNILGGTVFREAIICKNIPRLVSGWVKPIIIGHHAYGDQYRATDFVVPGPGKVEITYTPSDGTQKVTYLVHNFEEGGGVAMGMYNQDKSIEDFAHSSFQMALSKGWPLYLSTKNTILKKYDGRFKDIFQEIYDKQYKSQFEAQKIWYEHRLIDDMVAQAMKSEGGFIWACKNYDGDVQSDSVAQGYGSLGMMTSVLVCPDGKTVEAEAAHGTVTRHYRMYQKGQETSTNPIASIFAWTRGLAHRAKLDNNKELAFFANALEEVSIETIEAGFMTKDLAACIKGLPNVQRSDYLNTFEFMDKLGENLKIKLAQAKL
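IDH1-R132H (0.5 ug/mL) preincubated 30 min with compound, then NADPH (0.016 mM) and alpha-KG (2 mM) added; 80 min at RT, pH 7.5. Remaining NADPH coupled via diaphorase/resazurin to fluorescence (540/590 nm); concentration-response curves normalized to no-enzyme control.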
ALOX12 inh = inhibitors of human 12S-lipoxygenase ALOX12 | purified 12hLO, xylenol orange hydroperoxide absorbance | Potency, µM (highest dose often 108 µM), inactives show at the top dose activity change, negative = inhibition, usual class: inhibitors | 1.1% of 580,000 active | AID 1671190; also: % is scaled to controls: 0 for no effect and ±100 for the full control effect
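Hydroperoxide product was detected by ferrous iron/xylenol orange as the 573 to 405 nm absorbance ratio. Arachidonic acid at 40 uM (final) was turned over for 30 min at room temperature by 150 nM human 12hLO, pH 7.0 Hepes buffer, after 15 min compound preincubation.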
Vif-APOBEC3G blk = blocks the Vif interaction with human APOBEC3G; Q9HC16; HeLa A3G-eYFP + Vif (tagged APOBEC3G with the HIV-1 protein that degrades it), YFP fluorescence, overnight; Potency, µM (highest dose often 46.1 µM), for inactives: at the top dose activity, negative = active, most hits filed as inhibitors; 0.076% of 410,000 active; AID 602310;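 also: % is scaled to controls: 0 for no effect and ±100 for the full control effect; nearly all actives have a fitted effect of over 60% in size; hits raise eYFP signal because A3G escapes Vif-driven loss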
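Read-out is eYFP fluorescence (Ex 488/Em 500-530) from Vif-expressing HeLa A3G-eYFP cells; more signal means A3G escaped Vif-mediated degradation. Cells plated overnight, compound pinned in, incubated overnight at 37 deg C.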
Vif-APOBEC3F blk = blocks the Vif interaction with APOBEC3F. HeLa A3F-eYFP + Vif (tagged APOBEC3F with the HIV-1 protein that degrades it), YFP fluorescence increase. Potency, µM (titrated, usually from 46.1 µM), for the others: top-dose activity, negative = active. 0.2% of 390,000 active. AID 602313; also: % of control where 0% means no effect; nearly all actives have a fitted effect of over 65% in size
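Fluorescence increase (Ex 488/Em 500-530) after overnight compound treatment at 37 deg C flags inhibition of Vif-driven A3F-eYFP loss in stable HeLa A3F-eYFP/Vif cells seeded overnight beforehand.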
RGS4 inh = blocks human RGS4-accelerated GTP hydrolysis | 0.039% of 390,000 active | P49798 | Transcreener GDP fluorescence polarization, RGS4-accelerated GTP hydrolysis | Potency, µM (doses to about 114 µM), without a hit: top-dose activity change, negative = inhibition, hits mostly inhibitors; also: % is scaled to controls: 0 for no effect and ±100 for the full control effect; nearly all actives have a fitted effect of over 75% in size; some results filed as inactive show a strong effect at the top dose
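MLSMR compounds (23 nl, pin-transferred) preincubated 10 min at room temperature with a 500nM (2x) first reagent, then RGS4 at 900nM (2x) plus Transcreener GDP mix added; fluorescence polarization (620/688 nm) read before and after 90 min at 30 °C.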
Starred values were filed as active, the others as inactive; ? = inconclusive; . = not tested or not shown; & = joins results of further samples; [ ] = remark or other dose. Calls follow the shape of the dose curve; as a rule, active = well fitted curve in the direction sought with a large enough effect; inconclusive = small, poorly fitted or top-dose-only effect, or another doubt; inactive = no such curve, though single readings can be large; an effect the other way counts as inactive or inconclusive. Potency is read from the fitted curve at half-maximal effect.

# | SMILES | TrxR1 inh | USP1 inh | RXFP1 ag | TrxR1 substrate | IDH1 R132H inh
1 | Cn1c(CN2CCCC2)nc2cc(NC(=O)C3CCCCC3)ccc21 | 14% | 4% | 1.0% | 5% | 0%
2 | Cc1c(OCC(=O)C(C)(C)C)ccc2c(-c3ccccc3)cc(=O)oc12 | 27% | -21% | 1.6% | 0% | 0%
3 | CC1(C)Cc2nc(Cl)c(C#N)cc2CO1 | 10%[57.1 µM] | -1% | 1.1% | 6%[57.1 µM] | 21%
4 | CCN(c1ccccc1)S(=O)(=O)c1cc(C(=O)NCc2ccccn2)ccc1C | 1% | -12% | -0.1% | -9% | 5%
5 | O=C(COc1nsnc1N1CCOCC1)N1CCOCC1 | 2% | -22% | 0.3% | -2% | -2%
6 | Cc1nn(C(C)C(=O)Nc2cccc(F)c2)c(=O)c2c1sc1ccccc12 (stereo not given) | 11% | ? | 5.0% | 10% | 6%
7 | Cc1c(Cl)cccc1N=C1SCCN1C(=O)CN1C(=O)NC2(CCCC2)C1=O | 19% | ? | 0.3% | -1% | 12%
8 | O=C(CCc1nc2cccnc2n1Cc1cccs1)Nc1cccc(C(F)(F)F)c1 | 4% | ? | 1.4% | -7% | -12%
9 | CCC(C)N1CC(=O)N2Cc3[nH]c4ccccc4c3C[C@H]2C1=O (stereo not given in full) | 6% | -25% | 2.3% | 2% | 0%
10 | CCCCN(C(=O)CCOc1ccc(OCC)cc1)c1c(N)n(Cc2ccccc2)c(=O)[nH]c1=O | . | -14% | . | . | 2%

# | ALOX12 inh | Vif-APOBEC3G blk | Vif-APOBEC3F blk | RGS4 inh
1 | 26% | -1% | -1% | 5%
2 | 12% | -7% | 0% | 10%
3 | 1% | -2% | 3% | ?
4 | 21% | 0% | -8% | 10%
5 | -25% | 0% | 1% | -12%
6 | -20% | 3% | -1% | -19%
7 | ? | -6% | 7% | -5%
8 | -15% | -14% | -26% | 10%
9 | 0% | -5% | -3% | 17%
10 | -13% | -1% | 0% | .

(continued)
# | SMILES | TrxR1 inh | USP1 inh | RXFP1 ag | TrxR1 substrate | IDH1 R132H inh
11 | COc1ccc(NC(=O)N(C)C[C@H]2Oc3c(NC(=O)Nc4ccc5c(c4)OCO5)cccc3C(=O)N([C@H](C)CO)C[C@@H]2C)cc1 | 5%[57.1 µM] | -11% | . | -7%[57.1 µM] | 13%
12 | O=C1CC(c2ccc(Cl)cc2)c2c(O)cc(O)cc2O1 (stereo not given) | 0%[57.1 µM] | -17% | 0.1% | 2%[57.1 µM] | 0%
13 | CN(CC(=O)Nc1ccc(N2CCOCC2)cc1)CC(=O)Nc1ccccc1C#N | 4% | -19% | 1.7% | 3% | 7%
14 | Cc1cccc(Nc2nc3c(S(=O)(=O)c4ccccc4)nnn3c3ccccc23)c1C | 24%[57.1 µM] | -17% | ? | 56%[activator][57.1 µM] | 3%
15 | COC(=O)c1cc2oc3ccccc3c2n1Cc1c(F)cccc1Cl | 26% | ? | 0.4% | 17% | .
16 | O=C(NCCCCO)C(F)(F)C(F)(F)C(F)(F)C(=O)NCCCCO | 6%[57.1 µM] | -1% | 1.4% | 7%[57.1 µM] | 0%
17 | CC(C)CN(C(=O)c1cccc(Cl)c1)c1c(N)n(Cc2ccccc2)c(=O)[nH]c1=O | -3% | -10% | 1.1% | -3% | -6%
18 | CSc1ccccc1OCc1cc(C(=O)NC(C)c2cnn(C)c2)no1 (stereo not given) | 4% | -3% | 12% | -2% | 8%
19 | CCCNC(=O)C1CCN(S(=O)(=O)c2ccc3c(c2)OCCO3)CC1 | 9% | -15% | 0.0% | 1% | -2%
20 | O=C(NCCc1ccc(Cl)cc1)C(=O)Nc1cc2c3c(c1)CC(=O)N3CCC2 | -10% | -4% | 0.3% | -13% | 5%

# | ALOX12 inh | Vif-APOBEC3G blk | Vif-APOBEC3F blk | RGS4 inh
11 | -1% | -4% | 1% | -12%
12 | 0% | 0% | -8% | -18%
13 | 5% | 1% | 0% | 2%
14 | 0% | -1% | 1% | -2%
15 | 13% | . | . | 19%
16 | 0% | 0% | 3% | -6%[11.4 µM]
17 | 2% | 3% | 7% | 10%
18 | -1% | -2% | -1% | -50%
19 | -10% | 4% | 8% | -23%
20 | -6% | 0% | -10% | 4%

(list continues)
# | SMILES | TrxR1 inh | USP1 inh | RXFP1 ag | TrxR1 substrate | IDH1 R132H inh
21 | Brc1ccc(Cn2c(-c3cncs3)nc3ccccc32)cc1 | 11% | -5% | 1.6% | -2%[0.457 µM] | 2%
22 | O=S(=O)(NCC(c1ccco1)N1CCCCC1)c1ccccc1C(F)(F)F (stereo not given) | 5% | -14% | -1.6% | ? | -8%
23 | COC(=O)c1ccc(COc2ccc(C=O)cc2OC)o1 | 21%[57.1 µM] | -20% | -0.5% | 5% | 5%
24 | CCN(CC)c1ccc(NC(=O)CSc2nc3ccccc3c(=O)[nH]2)cc1 | 10%[57.1 µM] | -12% | 0.1% | -2%[57.1 µM] | 7%
25 | COC(=O)C(=O)/C=C(\O)c1ccc(C)cc1 | -11%[57.1 µM] | 5% | 0.1% | 0%[57.1 µM] | 1%
26 | O=C(Nc1ccc(F)cc1F)NC1CCCc2ccccc21 (stereo not given) | 21% | -15% | 1.0% | -3% | -8%
27 | CCc1cc2c3c(c1)C(C)CC(C)(C)N3C(=O)/C2=C1\SC(=O)NC1=O (stereo not given) | 5%[57.1 µM] | -10% | 4.6% | 2%[57.1 µM] | 2%
28 | CCOC(=O)c1cc(OCC)c2c(ccc3cc(OC)ccc32)n1 | . | -1% | . | . | 6%
29 | CCOC(=O)c1c(C)n(-c2ccc(C)cc2)c2ccc(O)c(CN(C)C)c12 | 11%[57.1 µM] | -26% | 0.1% | 8%[57.1 µM] | 11%
30 | CCOC(=O)CSc1nc(-c2ccc(Cl)cc2)cc(C(F)(F)F)c1C#N | 21% | ? | ? | 10% | -10%

# | ALOX12 inh | Vif-APOBEC3G blk | Vif-APOBEC3F blk | RGS4 inh
21 | ? | 2% | -2% | -21%
22 | 251%[activator] | 2% | -1% | 12%
23 | 1% | 1% | 13% | 31%
24 | 58%&-9%[activator] | -4% | 4% | -13%
25 | ? | 0% | 8% | 1%
26 | 11% | -1% | -2% | -3%
27 | 0% | 3% | 1% | 3%
28 | 2% | -28% | -16% | .
29 | ? | 6% | 0% | -4%
30 | -20% | -4% | -30% | -2%

Further records:
# | SMILES | TrxR1 inh | USP1 inh | RXFP1 ag | TrxR1 substrate | IDH1 R132H inh
31 | O=C(O)c1ccccc1Nc1cc(Cl)c2nonc2c1[N+](=O)[O-] | 1.6µM* | ? | 9.3% | -14% | 2%
32 | CC(=O)NC1(C(F)(F)F)C(=O)Nc2c1c(=O)[nH]c(=O)n2-c1ccccc1 (stereo not given) | 15% | -14% | 9.5% | 2% | -5%
33 | Cn1c(Cc2ccc(Cl)cc2)nnc1SCC(=O)NC1CC1 | 17% | -30% | -0.4% | 2% | 5%
34 | Nc1ccccc1-c1n[nH]c(=S)s1 | ? | -14% | 28µM* | 70%[activator] | 0%
35 | CC(C)Oc1ccc(C(=O)N(Cc2ccco2)C2CCS(=O)(=O)C2)cc1 (stereo not given) | 16% | -3% | 0.0% | 9% | 13%
36 | CCC(CO)NCc1ccc(OCC(O)c2ccccc2)c(OC)c1 (stereo not given) | 12% | -11% | -0.5% | 5% | -4%

# | ALOX12 inh | Vif-APOBEC3G blk | Vif-APOBEC3F blk | RGS4 inh
31 | ? | -3% | -2% | -52%
32 | -6% | 2% | -6% | 13%
33 | ? | 1% | 1% | 12%
34 | . | 0% | -5% | ?
35 | 1%[57.4 µM] | 4% | -9% | -11%
36 | 3% | 0% | 2% | 19%

Not all compounds are listed; rates above refer to the full screens.
